SENP6 block – SENP6 protease inhibition | Q9GZR1 | Recombinant SENP6 catalytic domain, aminoluciferin luminescence | inhibition, % at 10 µM | 330,000 tested, 1.8% active;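 active = inhibition above about 50% at the single tested dose, limit read from the data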;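 note: plate controls were DMSO wells with enzyme for no effect and DMSO wells lacking enzyme for full effect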
hIAP act – human IAP activation; purified human IAP, CDP-Star luminescence, 30 min; stronger effect = higher value; 1 = vehicle-only enzyme, 0 = enzyme-free background; activation factor at 10 µM; 330,000 tested, 0.16% active; AID 2524;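 active = activation factor of the enzyme at least 2-fold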; note: the source names both 10 and 20 µM as test concentration; values of inactives mirror those of a sister screen read the other way
Target sequence (P09923 whole entry, looked up): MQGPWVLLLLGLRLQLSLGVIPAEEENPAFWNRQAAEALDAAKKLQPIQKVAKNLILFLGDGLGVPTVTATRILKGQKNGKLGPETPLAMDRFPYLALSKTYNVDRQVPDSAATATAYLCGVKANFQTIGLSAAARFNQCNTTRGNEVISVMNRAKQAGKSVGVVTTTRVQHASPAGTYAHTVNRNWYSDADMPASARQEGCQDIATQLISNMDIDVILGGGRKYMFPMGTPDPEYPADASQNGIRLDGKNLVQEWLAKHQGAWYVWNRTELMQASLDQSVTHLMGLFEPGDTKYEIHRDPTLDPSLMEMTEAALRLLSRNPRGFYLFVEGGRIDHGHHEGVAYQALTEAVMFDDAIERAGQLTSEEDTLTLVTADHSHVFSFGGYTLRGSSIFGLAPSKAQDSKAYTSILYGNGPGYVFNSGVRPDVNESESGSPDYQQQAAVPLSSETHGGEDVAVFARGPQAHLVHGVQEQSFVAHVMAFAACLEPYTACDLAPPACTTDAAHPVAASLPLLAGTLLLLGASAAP
MPTP block – inhibitors of mitochondrial permeability transition pore; isolated mouse mitochondria, Ca2+ swelling absorbance, 30 min; inhibition, % at 10 µM; 360,000 tested, 1.4% active; AID 602449;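 active = inhibition of 50% or more, scaled per plate between neutral and stimulator controls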;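 note: 0% = DMSO wells given calcium and 100% = 1 mM EGTA wells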
PfGluPho inh – PfG6PD (Plasmodium falciparum) enzyme inhibition. PfGluPho enzyme, NADPH resazurin-diaphorase fluorescence. inhibition, % at 20 µM. 350,000 tested, 0.78% active. AID 504690;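 active = inhibition reaching at least a set limit at 20 µM in the primary screen, cut at about 59% in these data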;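 note: 0% = DMSO wells with substrate and 100% = DMSO wells lacking glucose-6-phosphate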
ATG4B inhibitor – ATG4B (human) cysteine protease inhibition | ATG4B cleavage of LC3-PLA2, NBD-HPC fluorescence, 1 h | Q9Y4P1 | AID 504462 | 340,000 tested, 0.51% active | inhibition, % at 8.33 µM; in the data active = inhibition above about 40%
Target sequence (Q9Y4P1 whole entry, looked up): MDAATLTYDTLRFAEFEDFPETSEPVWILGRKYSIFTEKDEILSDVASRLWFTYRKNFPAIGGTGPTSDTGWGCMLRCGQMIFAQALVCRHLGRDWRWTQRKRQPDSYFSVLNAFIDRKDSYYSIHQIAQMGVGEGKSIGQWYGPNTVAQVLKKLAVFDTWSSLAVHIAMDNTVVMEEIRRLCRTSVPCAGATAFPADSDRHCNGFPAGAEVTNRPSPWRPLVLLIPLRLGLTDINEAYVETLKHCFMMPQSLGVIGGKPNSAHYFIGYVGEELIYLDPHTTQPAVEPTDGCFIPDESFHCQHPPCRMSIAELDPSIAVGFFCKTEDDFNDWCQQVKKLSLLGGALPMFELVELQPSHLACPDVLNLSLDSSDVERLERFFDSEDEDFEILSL
NR3A LBD binder – modulates the human NR3A ligand-binding domain; NR3A LBD differential scanning fluorimetry, Tm shift; 0% = protein alone, 100% = glycine-bound protein; Tm shift relative to glycine control, % at 25 µM; 340,000 tested, 2.5% active; AID 1259313;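 active = melting temperature shift of at least 10% of the positive control shift, at one fixed dose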
SENP1 inh – inhibitors of human SENP1 SUMO protease catalytic domain; Q9P0U3; recombinant SENP1 catalytic domain, CyPet-SUMO1-YPet FRET cleavage; inhibition, % at 10 µM; 360,000 tested, 0.21% active;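 active = inhibition at least 30% at 10 µM, raw YFP signal under a set limit, fluorescence ratio 0.5 to 1.5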;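 note: 0% = enzyme with DMSO and 100% = no enzyme wells; some results filed as inactive read as strong as hits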
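Material: hSENP1 catalytic domain, recombinant; medium: Tris pH 8 with BME, BSA, NP40 and catalase; compound: single concentration of 10 µM compound, 0.5% DMSO final; technique: FRET read of cyan and yellow fluorescence; timing: 50 min enzyme reaction, room temperature, light-protected; reagent: SFCypet-SUMO1-SFYpet substrate at 25 nM; control set: no-enzyme low, enzyme-DMSO high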
SENP8 block – inhibitors of human SENP8 protease | inhibition, % at 20 µM | recombinant SENP8, Nedd8 substrate fluorescence | Q96LD8 | 360,000 tested, 0.64% active; in the data active = inhibition mostly above about 40%, no sharp cut-off; inactive = mostly below about 27%
* hit, by the source's call. This is a random part of the collection; overall some 6.7% were active at least once.

Screening COC(=O)C1CN(C(=O)C(C)Oc2cccc(C)c2C)c2ccccc2O1 (configuration not stated) returned SENP6 block 13, hIAP act 1, MPTP block 1.0, PfGluPho inh -8, ATG4B inhibitor 3, NR3A LBD binder -1, SENP1 inh 1 and SENP8 block 12.
CCOc1cc(NC(=O)C2CCCCC2)c(OCC)cc1NC(=O)c1ccccn1 was read as SENP6 block -10, hIAP act 1.4, MPTP block 1.6, PfGluPho inh 1, ATG4B inhibitor -6, NR3A LBD binder -1, SENP1 inh -3 and SENP8 block -8.
O=C(Nc1cccc(C(F)(F)F)c1)C12CC3CC(CC(C3)C1)C2 was read as SENP6 block -29, hIAP act 0.97, MPTP block 64*, PfGluPho inh 15, ATG4B inhibitor 6, NR3A LBD binder -33, SENP1 inh 0 and SENP8 block 9.
`COC(=O)[C@H](CCSC)NC(=O)Nc1cccc(Br)c1` gave SENP6 block -6, hIAP act 0.86, MPTP block 4.1, PfGluPho inh 1, ATG4B inhibitor -8, NR3A LBD binder 17*, SENP1 inh 0 and SENP8 block 18.
For Cc1cccc(C#Cc2ccccc2)n1 the results were SENP6 block 91*, hIAP act 1.1, MPTP block -0.6, PfGluPho inh 4, ATG4B inhibitor 0, NR3A LBD binder -1, SENP1 inh 0 and SENP8 block 5.
For O=C(OCc1cnc(Cl)s1)c1ccccc1Cl the results were SENP6 block -10, hIAP act 0.79, MPTP block -1.5, PfGluPho inh 7, ATG4B inhibitor 2, NR3A LBD binder 5, SENP1 inh 1 and SENP8 block 12.
`Cc1cc(C)c(S(=O)(=O)N2CCCCC2CCNC(=O)C(=O)NCCN2CCOCC2)c(C)c1` (configuration not stated) gave SENP6 block -13, hIAP act 0.91, MPTP block -1.8, PfGluPho inh 7, ATG4B inhibitor -3, NR3A LBD binder -1, SENP1 inh -1 and SENP8 block 6.
For NS(=O)(=O)c1ccc(NC(=S)NC(=O)/C=C/c2ccco2)cc1 the results were SENP6 block -10, hIAP act 0.96, MPTP block 4.2, PfGluPho inh -3, ATG4B inhibitor 2, NR3A LBD binder -5, SENP1 inh -2 and SENP8 block 1.
`COc1ccc(NC(=O)CC2C(=O)N(c3ccc(Cl)cc3)C(=S)N2NC(=O)c2cccc(F)c2)cc1` (configuration not stated) gave SENP6 block -15, hIAP act 1, MPTP block 1.3, PfGluPho inh -21, ATG4B inhibitor -5, NR3A LBD binder 16*, SENP1 inh 1 and SENP8 block 17.
Screening CC(C)=CC(=O)OCC(=O)NC(=O)NC(C)(C)C returned SENP6 block 8, hIAP act 0.94, MPTP block -0.6, PfGluPho inh 0, ATG4B inhibitor -5, NR3A LBD binder 1, SENP1 inh -1 and SENP8 block 33.
Screening CCCn1cc(S(=O)(=O)c2ccc(C)cc2)c(=O)c2cc(OCC)ccc21 returned SENP6 block -3, hIAP act 1.1, MPTP block -1.3, PfGluPho inh 1, ATG4B inhibitor -6, NR3A LBD binder -3, SENP1 inh 0 and SENP8 block -19.
CN1CCC(N(C)C(=S)NC(=O)C23CC4CC(CC(C4)C2)C3)CC1 was read as SENP6 block -4, hIAP act 1.2, MPTP block -0.3, PfGluPho inh -9, ATG4B inhibitor -1, NR3A LBD binder -2, SENP1 inh 3 and SENP8 block 19.
`Cc1csc(SCC(=O)Nc2sccc2C#N)n1` gave SENP6 block 88*, hIAP act 0.93, MPTP block -0.1, PfGluPho inh -6, ATG4B inhibitor 3, NR3A LBD binder -2, SENP1 inh -4 and SENP8 block 19.
`Cc1cc(C)cc(N(CC(=O)Nc2ccc(C)cc2Cl)S(=O)(=O)c2c(C)[nH]c(=O)[nH]c2=O)c1` gave SENP6 block -8, hIAP act 1, MPTP block -1.9, PfGluPho inh -18, ATG4B inhibitor 7, NR3A LBD binder -8, SENP1 inh 3 and SENP8 block 5.
COCCCN(C(=O)Cc1ccc(S(=O)(=O)N2CCOCC2)s1)c1c(N)n(Cc2ccccc2)c(=O)[nH]c1=O was read as MPTP block -1.3, PfGluPho inh 0, ATG4B inhibitor -22, NR3A LBD binder 1, SENP1 inh -27 and SENP8 block -59.
Screening S=c1[nH]nc(C2CCCCC2)n1/N=C/c1ccc(Br)cc1 returned SENP6 block -13, hIAP act 0.97, MPTP block -1.4, PfGluPho inh 14, ATG4B inhibitor -1, NR3A LBD binder -2, SENP1 inh 1 and SENP8 block 29.
`O=C(COC(=O)Cc1c(Cl)cccc1Cl)NCC1CCCO1` (configuration not stated) gave SENP6 block 4, hIAP act 1.1, MPTP block -0.7, PfGluPho inh 5, ATG4B inhibitor -3, NR3A LBD binder 0, SENP1 inh 1 and SENP8 block 18.
CCCOC(=O)c1c(N)sc(C(=O)OCC)c1C was read as SENP6 block -5, hIAP act 1.2, MPTP block -9.9, PfGluPho inh 6, ATG4B inhibitor -4, NR3A LBD binder -4, SENP1 inh -1 and SENP8 block 10.
Screening COc1cc(OC)cc(C(=O)N[C@H](C(=O)OCC(=O)NC(C)c2ccccc2)C(C)C)c1 (some centres not stated) returned SENP6 block 7, hIAP act 1.1, MPTP block 0.2, PfGluPho inh -5, ATG4B inhibitor -1, NR3A LBD binder -1, SENP1 inh 2 and SENP8 block 20.
Screening Cc1ccc(S(=O)(=O)N(CC(=O)NN=C2CCN(C)CC2)c2ccc(F)cc2)cc1 returned SENP6 block -1, hIAP act 0.92, MPTP block -0.7, PfGluPho inh -3, ATG4B inhibitor -3, NR3A LBD binder -1, SENP1 inh 0 and SENP8 block 10.
NC(=O)CCC(C(=O)O)N1C(=O)c2ccc(O)cc2C1=O (configuration not stated) was read as SENP6 block 3, hIAP act 1, MPTP block -0.6, PfGluPho inh -17, ATG4B inhibitor -1, SENP1 inh 44* and SENP8 block 5.
Clc1nnc2ccc(-c3ccccc3)nn12 was read as SENP6 block 0, hIAP act 1, MPTP block -0.2, PfGluPho inh -3, ATG4B inhibitor -2, NR3A LBD binder -1, SENP1 inh -1 and SENP8 block -58.
Screening C=CCn1c(-c2ccc(Cl)cc2)cnc1SC(C)C(=O)NC(N)=O (configuration not stated) returned SENP6 block 15, hIAP act 1, MPTP block 0.2, PfGluPho inh 2, ATG4B inhibitor -6, NR3A LBD binder -3, SENP1 inh 2 and SENP8 block -6.
For O=c1c(-c2nc3ccccc3s2)cccn1Cc1ccccc1 the results were SENP6 block 15, hIAP act 0.94, MPTP block 2.5, PfGluPho inh -13, ATG4B inhibitor -1, NR3A LBD binder -2, SENP1 inh -143 and SENP8 block -314.
`CN1CCN(C2=Nc3c(Cl)cc(Cl)c4cccc2c34)CC1` gave SENP6 block -3, hIAP act 0.8, MPTP block -0.2, PfGluPho inh 32, ATG4B inhibitor -14, NR3A LBD binder -1, SENP1 inh 82* and SENP8 block 31.
For Fc1ccc(F)c(C2=NNC(=Nc3ccccc3F)SC2)c1 the results were SENP6 block 35, hIAP act 1, MPTP block -0.2, PfGluPho inh 18, ATG4B inhibitor 8, NR3A LBD binder 1, SENP1 inh -1 and SENP8 block -85.
O=C1N/C(=C/c2ccsc2)C(=O)N1c1ccccc1 was read as SENP6 block -17, hIAP act 1.1, MPTP block 0.8, PfGluPho inh -15, ATG4B inhibitor 7, NR3A LBD binder 1, SENP1 inh 0 and SENP8 block -1.
For Clc1ccc(CO/N=C/c2cccs2)cc1 the results were SENP6 block 3, hIAP act 0.99, MPTP block 1.6, PfGluPho inh -1, ATG4B inhibitor 2, NR3A LBD binder 0, SENP1 inh 1 and SENP8 block 28.
`CCN(CC)S(=O)(=O)c1ccc(NC(=O)c2ccc(N(C)S(C)(=O)=O)cc2)cc1` gave SENP6 block -12, hIAP act 0.95, MPTP block -3.3, PfGluPho inh 11, ATG4B inhibitor -9, NR3A LBD binder 3, SENP1 inh -2 and SENP8 block 18.
Screening CNC(=O)/C(C#N)=C/c1ccc(-c2ccc(OC)cc2[N+](=O)[O-])o1 returned SENP6 block 6, hIAP act 0.96, MPTP block 0.4, PfGluPho inh 14, ATG4B inhibitor 8, NR3A LBD binder -3, SENP1 inh -3 and SENP8 block -3.

Copied from the entries so far for reference:
Screening C=CCn1c(-c2ccc(Cl)cc2)cnc1SC(C)C(=O)NC(N)=O (configuration not stated) returned SENP6 block 15, hIAP act 1, MPTP block 0.2, PfGluPho inh 2, ATG4B inhibitor -6, NR3A LBD binder -3, SENP1 inh 2 and SENP8 block -6.
For O=c1c(-c2nc3ccccc3s2)cccn1Cc1ccccc1 the results were SENP6 block 15, hIAP act 0.94, MPTP block 2.5, PfGluPho inh -13, ATG4B inhibitor -1, NR3A LBD binder -2, SENP1 inh -143 and SENP8 block -314.
`CN1CCN(C2=Nc3c(Cl)cc(Cl)c4cccc2c34)CC1` gave SENP6 block -3, hIAP act 0.8, MPTP block -0.2, PfGluPho inh 32, ATG4B inhibitor -14, NR3A LBD binder -1, SENP1 inh 82* and SENP8 block 31.
For Fc1ccc(F)c(C2=NNC(=Nc3ccccc3F)SC2)c1 the results were SENP6 block 35, hIAP act 1, MPTP block -0.2, PfGluPho inh 18, ATG4B inhibitor 8, NR3A LBD binder 1, SENP1 inh -1 and SENP8 block -85.
O=C1N/C(=C/c2ccsc2)C(=O)N1c1ccccc1 was read as SENP6 block -17, hIAP act 1.1, MPTP block 0.8, PfGluPho inh -15, ATG4B inhibitor 7, NR3A LBD binder 1, SENP1 inh 0 and SENP8 block -1.
For Clc1ccc(CO/N=C/c2cccs2)cc1 the results were SENP6 block 3, hIAP act 0.99, MPTP block 1.6, PfGluPho inh -1, ATG4B inhibitor 2, NR3A LBD binder 0, SENP1 inh 1 and SENP8 block 28.

(more compounds)
`O=C(CN1CCOCC1)Nc1c2c(nc3ccccc13)N(Cc1ccccc1)CC2` gave SENP6 block 5, hIAP act 0.96, MPTP block -0.3, PfGluPho inh 13, ATG4B inhibitor -1, NR3A LBD binder 1, SENP1 inh -5 and SENP8 block -474.
Screening CCCc1c(C(=O)N/N=C(\C)CCc2ccccc2)nnn1-c1nonc1N returned SENP6 block 7, hIAP act 1, MPTP block -0.5, PfGluPho inh -8, ATG4B inhibitor -4, NR3A LBD binder -3, SENP1 inh 0 and SENP8 block 14.
`COc1ccc(CCNC(=O)C2CCN(C(=O)c3ccc(F)cc3)CC2)cc1` gave SENP6 block -10, hIAP act 1.1, MPTP block 0.6, PfGluPho inh -15, ATG4B inhibitor 1, NR3A LBD binder -1, SENP1 inh 0 and SENP8 block 9.
For O=C(COc1ccc2c(c1)CCC2)NCc1cccc(Cl)c1 the results were SENP6 block -13, hIAP act 1.3, MPTP block -0.6, PfGluPho inh 30, ATG4B inhibitor 21, NR3A LBD binder 1, SENP1 inh 3 and SENP8 block 19.
For CCOC(=O)c1cnc2c(-c3ccccc3)c(-c3ccccc3)nn2c1C the results were SENP6 block -3, hIAP act 0.96, MPTP block -0.7, PfGluPho inh 12, ATG4B inhibitor 0, NR3A LBD binder -1, SENP1 inh 1 and SENP8 block 0.
`CCC(=O)Nc1cccc(-c2nnc(SCC(=O)c3ccccc3)n2C)c1` gave SENP6 block -16, hIAP act 1.1, MPTP block -0.1, PfGluPho inh 32, ATG4B inhibitor -3, NR3A LBD binder 2, SENP1 inh 1 and SENP8 block 13.
Screening Cc1ccc(-n2c(O)c(C=NC3CCS(=O)(=O)C3)c3ccccc3c2=O)c(C)c1 (configuration not stated) returned SENP6 block -18, hIAP act 0.93, MPTP block 2.5, PfGluPho inh -7, ATG4B inhibitor 1, NR3A LBD binder 0, SENP1 inh -2 and SENP8 block 24.
Screening O=C(Cc1ccccc1)NCCn1ccc2ccccc21 returned SENP6 block -10, hIAP act 1, MPTP block -0.7, PfGluPho inh -3, ATG4B inhibitor -1, NR3A LBD binder 1, SENP1 inh -4 and SENP8 block 7.
